IL-2 act = qHTS of IL-2 Activators; IL-2 activation reporter assay, cell-based qHTS; stimulated with anti-CD3/CD4/CD28 beads; in transgenic mouse T cells; activation, % (series mostly up to about 46 µM); 360,000 compounds, 0.065% hits; AID 652025, 2013; in the data active means activation above about 50%; inconclusive means mostly about 30% to 49%; further: 0% is about no effect
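First, unstimulated transgenic mouse T cells were exposed to compound for 60 min. Next, anti-CD3/anti-CD4-coated beads with anti-CD28 were added. Finally, after 18 h at 37 degrees C, EGFP and DsRed were imaged.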
EPAC1 ag = qHTS for Agonist of cAMP-regulated guanine nucleotide exchange factor 3 (EPAC1): primary screen. Rap guanine nucleotide exchange factor 3 (Homo sapiens), O95398. EPAC1 agonist qHTS, biochemical assay; response scale: 100% = response to 6.5 mM cAMP. Potency, µM (top dose mostly 154 µM), for the others: at the top dose activation, hits mostly activators. 360,000 compounds, 0.073% hits; further: potency means the concentration at half of the fitted maximal effect; nearly all actives have a fitted effect of over 60% in size
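Nucleotide exchange assay: 100 nM EPAC1 with 250 nM Rap1B loaded with BODIPY-GDP and 50 uM GDP, room temperature. Fluorescence (480/540 nm) read every 5 min for 30 min; signal change normalized to 6.5 mM cAMP as full agonist.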
EPAC1 antag = qHTS for Antagonist of cAMP-regulated guanine nucleotide exchange factor 3 (EPAC1): primary screen; AID 720709, 2013; Potency, µM (doses to about 115 µM), for inactives: at the top dose activity change, negative = inhibition, hits mostly inhibitors; 360,000 compounds, 0.14% hits; EPAC1 GEF assay, Rap1b-BODIPY-GDP exchange fluorescence; Rap guanine nucleotide exchange factor 3 (Homo sapiens), O95398;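 further: potency means the concentration at half of the fitted maximal effect; plate controls were vehicle for no effect and positive control for full effect; nearly all actives have a fitted effect of over 50% in size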
aSyn rescue = qHTS of alpha-syn Inhibitors. Potency, µM (top dose mostly 46.1 µM), inactives show top-dose growth rescue (activation), usual class: activators. 370,000 compounds, 0.14% hits. Yeast expressing alpha-synuclein, growth rescue, BacTiter-Glo, 24 h; further: potency means the concentration at half of the fitted maximal effect; % of control where 0% means no effect; nearly all actives have a fitted effect of over 65% in size
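Readout is rescue of growth in alpha-synuclein-expressing yeast, so inhibitors of toxicity appear as activators. Growth after 24 hr at 30 deg C in galactose medium is quantified by luminescence.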
FUS suppressor = qHTS for Suppressors of FUS Proteinopathy: Primary screen using FUS-linked yeast assay. S. cerevisiae FUS-expressing, growth rescue, OD600, 24 h. Potency, µM (highest dose often 76.6 µM), for inactives: top-dose growth rescue (activation), most hits filed as activators. 390,000 compounds, 0.24% hits;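 further: potency means the concentration at half of the fitted maximal effect; plate controls were DMSO vehicle for no effect and reference control for full effect; nearly all actives have a fitted effect of over 55% in size; some results filed as inactive show a strong effect at the top dose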
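Yeast expressing FUS under galactose induction, OD 0.005 in 2% galactose medium; compounds in a dilution series, 24 h at 30C. Growth rescue by absorbance at 600 nm; CP55940 positive control, DMSO negative.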
PLK1 PBD block = qHTS for Inhibitors of PLK1-PDB (polo-like kinase 1 - polo-box domain): Primary Screen. 360,000 compounds, 2.8% hits. Plk1 PBD binding of FITC phosphopeptide, fluorescence polarization. Serine/threonine-protein kinase PLK1 (Homo sapiens), P53350. Potency, µM, for inactives: max response, negative = inhibition, usual class: inhibitors; further: potency means the concentration at half of the fitted maximal effect; series mostly up to about 57 µM; on the % scale 0 is the no-effect control and ±100 the full control effect; nearly all actives have a fitted effect of over 65% in size
Abeta yeast res = qHTS for compounds that reverse cellular toxicity of Amyloid beta (A-beta) peptide in yeast: Primary Screen | AID 1347071, 2019 | yeast expressing A-beta42, growth rescue, OD600, 48 h; response scale: 0% DMSO, 100% iron-clioquinol control | 410,000 compounds, 0.063% hits | Potency, µM (top dose mostly 46.1 µM), without a hit: at the highest dose growth rescue, most hits filed as activators; further: potency means the concentration at half of the fitted maximal effect; nearly all actives have a fitted effect of over 55% in size
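Growth rescue measured by 600 nm absorbance after 48 h yeast culture at 30 C with compound. Values normalized between DMSO and an equimolar ferric chloride plus clioquinol control.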
PI5P4Ka inh = qHTS for Inhibitors of phosphatidylinositol 5-phosphate 4-kinase (PI5P4K); PI5P4Kalpha enzyme, ADP-Glo luminescence, 60 min; stronger effect = lower value; max response, %; 330,000 compounds, 1.2% hits; active means max response of -50% or lower; inconclusive means between -30% and -50%; inactive means -30% or higher; further: value at the top dose of about 77 µM; on the % scale 0 is the no-effect control and ±100 the full control effect
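Luminescence from ADP-Glo served as readout of PI5P4Kalpha activity in a qHTS format. Reaction: enzyme, substrate, compound, ATP at 5 microM final, 60 min at RT.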
WRN helicase inh = qHTS for Inhibitors of WRN Helicase; AID 651768, 2012; Potency, µM (highest dose often 114 µM), without a hit: at the highest dose activity change, negative = inhibition, actives largely listed as inhibitors; WRN helicase unwinding, fluorescent forked duplex, kinetic; 360,000 compounds, 0.46% hits; further: potency means the concentration at half of the fitted maximal effect; on the % scale 0 is the no-effect control and ±100 the full control effect; nearly all actives have a fitted effect of over 55% in size
Target sequence (Q14191 whole entry, looked up): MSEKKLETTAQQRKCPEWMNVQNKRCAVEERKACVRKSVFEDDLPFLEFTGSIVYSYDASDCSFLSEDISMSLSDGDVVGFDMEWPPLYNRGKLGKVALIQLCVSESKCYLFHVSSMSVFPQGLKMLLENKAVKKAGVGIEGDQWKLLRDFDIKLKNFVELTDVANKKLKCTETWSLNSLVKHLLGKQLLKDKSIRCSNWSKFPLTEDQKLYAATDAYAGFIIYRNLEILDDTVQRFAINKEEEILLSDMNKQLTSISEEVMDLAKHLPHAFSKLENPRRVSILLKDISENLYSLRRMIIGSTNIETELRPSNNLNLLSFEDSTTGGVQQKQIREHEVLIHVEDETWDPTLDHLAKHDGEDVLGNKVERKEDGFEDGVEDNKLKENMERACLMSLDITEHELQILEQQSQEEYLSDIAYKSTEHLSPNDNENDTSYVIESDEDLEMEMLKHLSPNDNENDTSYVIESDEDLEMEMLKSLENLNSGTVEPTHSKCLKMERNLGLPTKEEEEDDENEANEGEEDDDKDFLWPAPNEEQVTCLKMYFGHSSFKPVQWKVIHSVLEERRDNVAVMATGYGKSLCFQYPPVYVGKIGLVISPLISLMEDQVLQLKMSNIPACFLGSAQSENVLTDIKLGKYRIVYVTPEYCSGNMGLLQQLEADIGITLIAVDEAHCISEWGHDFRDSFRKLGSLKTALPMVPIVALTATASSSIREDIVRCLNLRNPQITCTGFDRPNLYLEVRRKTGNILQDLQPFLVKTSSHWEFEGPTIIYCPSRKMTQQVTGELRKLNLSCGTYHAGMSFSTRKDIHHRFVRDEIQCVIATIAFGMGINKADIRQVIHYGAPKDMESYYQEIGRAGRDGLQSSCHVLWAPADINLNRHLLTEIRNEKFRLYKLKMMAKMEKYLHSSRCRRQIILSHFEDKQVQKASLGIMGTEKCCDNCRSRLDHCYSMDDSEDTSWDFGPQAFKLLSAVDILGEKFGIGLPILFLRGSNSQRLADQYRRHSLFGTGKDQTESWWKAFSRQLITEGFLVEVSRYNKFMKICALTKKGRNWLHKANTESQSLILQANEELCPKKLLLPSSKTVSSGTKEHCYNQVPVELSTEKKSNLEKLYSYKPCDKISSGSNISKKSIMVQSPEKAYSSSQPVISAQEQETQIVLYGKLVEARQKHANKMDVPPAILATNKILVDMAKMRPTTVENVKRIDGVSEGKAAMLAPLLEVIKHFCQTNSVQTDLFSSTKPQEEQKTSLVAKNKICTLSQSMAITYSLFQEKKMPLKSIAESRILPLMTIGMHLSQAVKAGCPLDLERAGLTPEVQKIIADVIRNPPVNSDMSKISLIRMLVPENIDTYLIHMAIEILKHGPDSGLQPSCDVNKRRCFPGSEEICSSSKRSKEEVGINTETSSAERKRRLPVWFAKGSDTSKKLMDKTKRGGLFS
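Primary qHTS, 1536-well format. 20 nM WRN + compound, 15 min RT; start with 100 nM forked fluorophore/quencher duplex, 2 mM ATP (final); kinetic read ex 525/em 598 nm.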
* hit, by the source's call; ? = inconclusive; nt = not tested or not shown; & = joins results of further samples; [ ] = remark or other dose. Unless noted, the call rests on the fitted dose curve; in most records, active means well fitted curve in the direction sought with a large enough effect; inconclusive means small, poorly fitted or top-dose-only effect, or another doubt; inactive means no such curve, though single readings can be large; an effect the other way counts as inactive or inconclusive.

SMILES | IL-2 act | EPAC1 ag | EPAC1 antag | aSyn rescue | FUS suppressor | PLK1 PBD block | Abeta yeast res | PI5P4Ka inh | WRN helicase inh
CC(C)C[C@@H](CN1CCC[C@@H]1CN1C(=O)C(=O)NC[C@@H]1Cc1ccccc1)N1C[C@H](Cc2ccc(O)cc2)N(CC2CCCCC2)C(=O)C1=O | -0.1 | -19% | 1% | -1% | 4% | -3% | 6% | -6 | 3%
O=C(COc1ccc(Cl)cc1Cl)Nc1ccc(CN2CCCCC2)cc1 | 0.5 | 1% | -8% | 6% | 24% | -6% | 7% | 22 | 0%
Cc1nc(Nc2cccc(Cl)c2)c2oc3ccccc3c2n1 | -3.4 | 6% | -13% | -23% | 19% | -6% | -51%[inhibitor] | 9 | 3%
Cc1cccc2sc(N(CCCN(C)C)C(=O)COc3ccc(Cl)cc3)nc12 | -0.5 | 2% | 0% | 2% | 12% | -2% | -4% | 28 | 2%
Cc1cc(C)cc(-n2ncc3c2CCCC3NC(=O)c2cc(C)oc2C)c1 (stereo not drawn) | -1.4 | 0% | -7% | -3% | -2% | -26% | -12% | -2 | -7%
O=C(NC(=S)Nc1ccc2oc(-c3cccnc3)nc2c1)c1cccc(Cl)c1 | 0.3 | 2% | -1% | -3% | 4% | -10% | -7% | -6 | 1%
COC(=O)[C@]1(Cc2ccccc2)N[C@H](c2ccc(-c3ccc4c(c3)OCO4)cc2)[C@@H]2C(=O)N(C)C(=O)[C@@H]21 | 1.1 | 2% | -7% | 1% | 18% | -3% | 3% | 2 | 4%
CSc1ccccc1NC(=O)CN(Cc1ccc(Cl)cc1)S(C)(=O)=O | -1.6 | 4% | -5% | 17% | 8% | -3% | 17% | nt | -8%
COc1ccc(-n2c(=S)[nH]c3ccccc3c2=S)cc1 | -3.4 | -7% | -2% | -7% | 11% | -20% | 9% | -4 | -13%
Cc1ccc(OCc2nnc(SCC(=O)N3CCOCC3)n2C)cc1 | 0.2 | 11% | -10% | 0% | 24% | -7% | -2% | nt | 13%
COC(=O)c1ccc(N2CCN(C)CC2)c(NC(=O)COc2ccccc2Cl)c1 | -3.6 | 3% | -12% | -5% | -2% | -3% | -5% | -1 | -3%
O=C(CC1C(=O)NCCN1Cc1cccc(Oc2ccccc2)c1)NCCc1ccccn1 (stereo not drawn) | -0.5 | -11% | -19% | 14% | 24% | -26% | -6% | 1 | -6%
O=C(COC(=O)C1(c2ccc(Cl)cc2)CCCC1)NCc1ccco1 | -0.3 | 7% | -10% | -4% | 18% | -4% | -1% | 5 | -8%
COc1ccc(OC)c(/C=N/NC(=O)c2nnn(-c3nonc3N)c2-c2cccs2)c1 | -1.5 | -3% | 25% | -14% | 3% | -11% | 9% | -1 | 1%
CCOc1nc(-c2ccccc2)ccc1-c1noc(COc2ccccc2)n1 | 0.6 | 0% | 4% | 6% | -3% | 6% | 9% | 1 | -9%

Ordered by value in PLK1 PBD block (lowest first): 4 of the compounds above.
Structure	PLK1 PBD block
COc1ccc(-n2c(=S)[nH]c3ccccc3c2=S)cc1	-20%
O=C(NC(=S)Nc1ccc2oc(-c3cccnc3)nc2c1)c1cccc(Cl)c1	-10%
Cc1ccc(OCc2nnc(SCC(=O)N3CCOCC3)n2C)cc1	-7%
CSc1ccccc1NC(=O)CN(Cc1ccc(Cl)cc1)S(C)(=O)=O	-3%

The main list resumes with the two entries that preceded the break.
SMILES | IL-2 act | EPAC1 ag | EPAC1 antag | aSyn rescue | FUS suppressor | PLK1 PBD block | Abeta yeast res | PI5P4Ka inh | WRN helicase inh
COc1ccc(OC)c(/C=N/NC(=O)c2nnn(-c3nonc3N)c2-c2cccs2)c1 | -1.5 | -3% | 25% | -14% | 3% | -11% | 9% | -1 | 1%
CCOc1nc(-c2ccccc2)ccc1-c1noc(COc2ccccc2)n1 | 0.6 | 0% | 4% | 6% | -3% | 6% | 9% | 1 | -9%
Cc1ccc(S(=O)(=O)N2CCCC2CNC(=O)c2ccc(F)c(F)c2)cc1 (stereo not drawn) | -1.8 | -1% | -16% | -5% | 20% | 1% | 6% | 2 | -6%
O=C(NCc1ccc(OC(F)(F)F)cc1)c1cccc2c1C(=O)c1ccc(N3CCCCC3)cc1S2(=O)=O | -0.4 | -11% | 22% | 0% | -18% | 8% | 2% | 3 | 11%
COc1ccc(/C=C2/C(=O)N=C(N)N2C)cc1OC | 0.7 | 0% | -10% | -11% | -13% | 1% | -4% | -5 | -12%
O=C(Nc1ccc(S(=O)(=O)N2CCOCC2)cc1)C1CC(=O)N(c2ccc(F)cc2)C1 (stereo not drawn) | -1.8 | 4% | 16% | 9% | 8% | 3% | 0% | 0 | -3%
O=CNCc1nc2ccccc2n1CCc1ccccc1 | 1.5 | 11% | -1% | 11% | 13% | -2% | -17% | 2 | -11%
O=C(CCc1ccccc1)NC1(Cc2ccccc2)CCN(CCc2cccs2)C1=O (stereo not drawn) | -0.4 | 3% | -24% | 0% | 40% | -5% | 1% | 4 | -2%
COc1cc2oc(=O)cc(CN3CCOCC3)c2cc1Cl | 0.1 | -23% | 16% | -5% | 12% | -3% | -14% | -2 | 3%
COc1ccc(OC)c(-c2cc(C(=O)Nc3c(C)nn(Cc4ccccc4Cl)c3C)no2)c1 | -0.5 | 20% | -2% | -23% | 21% | -3% | 11% | nt | -10%
CCCCN(CC)S(=O)(=O)c1ccc(C(=O)N(CCCN(C)C)c2nc3cc(C)cc(C)c3s2)cc1 | -5.5 | 4% | -24% | -2% | ? | -4% | -4% | 0 | -1%
C=C(CCO)C1=CCN(S(=O)C(C)(C)C)[C@@H]1CCO (stereo partly drawn) | 0.1 | -13% | -7% | 2% | -3% | -26% | -2% | 0 | -1%
CCC(CC)C(=O)NCCCN1CCOCC1 | 2.3 | 4% | -12% | 1% | -35% | -6% | 20% | -6 | -4%
COc1ccccc1-c1oc2ccccc2c1C#CCCO | -0.2 | 7% | -5% | 11% | ? | 3% | 26% | 12 | 7%
O=C(Nc1nc(-c2ccc(F)cc2)cs1)c1cccc(N2C(=O)CCC2=O)c1 | -3.7 | 0% | 13% | 1% | nt | 3% | -9% | 0 | -27%
COc1ccccc1C(=O)N/N=C(\C)c1ccc(NC(=O)C2CC2)cc1 | 0.3 | 3% | -22% | -1% | ? | -19% | -17% | 4 | -3%
O=C(COC(=O)c1cc(S(=O)(=O)N2CCOCC2)ccc1Cl)Nc1ccccc1Cl | -2.4 | 10% | 3% | 3% | 25% | 3% | 12% | 1 | -4%
Cc1oc(-c2ccccc2)nc1C(=O)OCC(=O)NC(C)c1ccccc1 (stereo not drawn) | 0.7 | -3% | 16% | -6% | 4% | 2% | 12% | -17 | 3%
Cc1nn(C)cc1CNCc1c(C(=O)N2CCCCC2)nc2c(C)cccn12 | -0.4 | -10% | -27% | -5% | 12% | ? | -10% | 1 | 12%
Cc1ccc(-n2c(CNc3cccc(Cl)c3)n[nH]c2=S)cc1 | 0.0 | 0% | 1% | 9% | 4% | -16% | 0% | -22 | -13%[57.1 µM]
CC(C)[C@H](NC(=O)NC1CCN(Cc2ccccc2)CC1)C(=O)O | -0.8 | 14% | 4% | 3% | 11% | -3% | -3% | -6 | 1%
Cn1nc(C(=O)NCc2ccccn2)c2ccccc2c1=O | 0.6 | -6% | -16% | -1% | 14% | -6% | 1% | -1 | -7%
Cc1cc(C)c2nc(Cl)c(CN(Cc3ccco3)C(=O)Nc3ccccc3C)cc2c1 | -0.4 | 11% | -19% | 2% | 16% | -9% | 14% | nt | -13%
COc1ccccc1C(=O)Oc1ccc(C(C)(C)C)cc1 | -0.5 | 10% | -6% | 5% | 24% | 1% | 3% | 27 | -3%
COc1cccc(CNC(=O)CCCN2C(=O)C(c3ccccc3)Oc3cccnc32)c1OC (stereo not drawn) | -3.4 | 0% | -5% | 4% | 23% | -6% | -4% | 9 | -2%
CC(C)(C)c1ccc(CC(=O)N2CCC2(C)C(=O)NS(=O)(=O)c2cccc(OC(F)F)c2)cc1 (stereo not drawn) | 0.2 | -5% | -12% | 13% | 35% | 7% | 7% | 3 | -4%
Nc1n[nH]c(=S)n1/N=C1/C(=O)Nc2ccccc21 | -1.7 | -6% | -23% | 9% | 11% | 27µM* | -2% | -89* | -31%[57.1 µM]
Cc1ccc(CN2CCNC(=O)C2CC(=O)NCCCn2nnc3ccccc32)cc1 (stereo not drawn) | 1.2 | 13% | 8% | 10% | 11% | -5% | 6% | 1 | -6%
CCOC1=C2[C@@H](CN(S(=O)(=O)c3ccccc3C)[C@H]2c2ccc(Cl)cc2)[C@H]2C(=O)N(c3ccccc3)C(=O)[C@H]2C1 | -0.5 | -8% | -28% | 7% | ? | -7% | -3% | 2 | -9%
CC1CCc2c(sc3nc(SCC(=O)O)n(-c4ccccc4)c(=O)c23)C1 (stereo not drawn) | -1.6 | ? | 89µM* | 1% | 18% | ? | -4% | 0 | -5%
COc1ccc(-c2nc3ccccc3n2Cc2ccccc2)cc1 | -5.3 | 14% | -2% | -2% | 5%&-27% | -2% | -5% | -6 | -13%
COC(=O)c1ccc(CNC(=O)Cn2cnc3c(NCc4ccccc4)ncnc32)cc1 | -0.3 | -33%[inhibitor] | -9% | 1% | 8% | -6% | -9% | -3 | -1%
CCCCCCC(=O)NCC(=O)OCC(=O)c1ccccc1 | -1.6 | -8% | 4% | 0% | 1% | -15% | 17% | 7 | -3%
Cc1cc(NC(=O)CSc2nnc(C3COc4ccccc4O3)n2C)no1 (stereo not drawn) | -1.3 | -2% | ? | -1% | 25% | -8% | -14% | -11 | -10%

High-throughput results deposited in PubChem BioAssay by National Center for Advancing Translational Sciences (NCATS).
